High-throughput results: PubChem, several laboratories
core dimer inh = HCV core protein dimerization inhibition; TR-FRET GST/Flag-core106 dimerization, 1536-well; inhibition, % at 5 µM; 0.33% of 300,000 active;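 active = inhibition above the mean of all tested compounds plus 3 SD, set per screening campaign, cut at about 45% in these data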
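Test system: GST/Flag-tagged HCV core106 proteins; Medium: KF-containing HEPES buffer, pH 7.45, DTT, CHAPS, BSA; Times: compound-protein-antibody incubation 4 h at 22.5 °C; Detection: TR-FRET 671 and 617 nm emission; Benchmarks: wells lacking GST-core106 and wells with excess unlabelled core106.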
PP1 inh = counter-screen for PP5 inhibitors: inhibitors of human PP1-alpha; P62136; purified PP1alpha, OMFP fluorescence; inhibition, % at 6.7 µM; 0.9% of 320,000 active;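 active = inhibition above the mean inhibition of all tested compounds plus 3 SD, computed separately for each screening campaign, cut at about 15% in these data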
Target sequence (P62136 whole entry, looked up): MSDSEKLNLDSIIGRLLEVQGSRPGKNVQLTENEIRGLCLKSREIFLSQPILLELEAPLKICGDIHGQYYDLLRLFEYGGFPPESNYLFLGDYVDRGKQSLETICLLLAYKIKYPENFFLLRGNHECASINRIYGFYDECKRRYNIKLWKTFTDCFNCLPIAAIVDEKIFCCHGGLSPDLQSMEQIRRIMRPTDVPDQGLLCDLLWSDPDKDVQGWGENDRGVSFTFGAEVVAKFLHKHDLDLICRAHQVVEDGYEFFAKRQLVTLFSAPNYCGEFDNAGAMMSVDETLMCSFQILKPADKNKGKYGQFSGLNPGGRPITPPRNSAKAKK
CTSL1 counter = cathepsin L1 inhibition, PFM18AAP counter-screen. recombinant F. hepatica cathepsin L1, Z-Leu-Arg-MCA fluorescence. inhibition, % at 5.96 µM. 0.49% of 300,000 active;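 active = inhibition above the mean of all tested compounds plus 3 SD, set per screening campaign, cut at about 17% in these data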;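 also: 0% = plate median of test compound wells and 100% = 1 µM Z-Phe-Ala-diazomethylketone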
VLA-4 inh = inhibition in a human VLA-4 binding assay; VLA-4 expressing cells, ligand binding flow cytometry; inhibition, % (about 7 µM as worked out from the volumes in the protocol); 0.2% of 330,000 active; AID 2557; in the data active = inhibition above about 50%
procasp7 counter = activates human procaspase-7, counter-screen for procaspase-3 activators; P55210; recombinant procaspase-7, Ac-DEVD-pNA absorbance 405 nm; D23A/D198A/D206A triple mutant, cannot self-cleave; scale: DMSO 0, 5 µM enzyme 100; activation, % at 8.5 µM; 0.093% of 330,000 active;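 active = percent activation above the screen-wide mean plus 3 SD, cut at about 25% in these data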
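Test system: Procaspase-7 triple mutant (PC-7 D3A). Also added: Ac-DEVD-pNA substrate, 400 µM as added. Schedule: 1 h enzyme–compound preincubation and 2 h substrate reaction, both 25 °C. Signal: p-Nitroaniline absorbance at 405 nm, read at 0 and 120 min. Control set: low DMSO alone, high DMSO plus 5 µM PC-7.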
PP5 primary = inhibitors of human protein phosphatase 5 (PP5) | inhibition, % at 6.7 µM | AID 1987 | purified PP5c, OMFP substrate fluorescence | 0.18% of 320,000 active;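 active = inhibition above the campaign's mean inhibition across all tested compounds plus 3 SD, cut at about 9.5% in these data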;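 also: 0% = DMSO only and 100% = 100 µM cantharidin control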
procasp3 activ = activators of human procaspase-3; activation, % at 8.5 µM; 0.11% of 330,000 active; recombinant procaspase-3 D3A, Ac-DEVD-pNA absorbance 405 nm; P42574;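 active = activation above the mean of all tested compounds plus 3 SD, cut at about 21% in these data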;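 also: 0% = DMSO alone and 100% = DMSO wells spiked with extra 5 µM PC-3 D3A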
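Assay system – Procaspase-3 D3A mutant · Benchmarks – DMSO low control, extra-enzyme high control · Technique – 405 nm absorbance of p-nitroaniline, reads at 0 and 120 min · Doses – 8.5 µM nominal · Measure – % activation between DMSO and enzyme-spiked controls · Also added – Ac-DEVD-pNA chromogenic peptide substrate · Schedule – 1 h compound preincubation, 2 h substrate hydrolysis at 25 °C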
GRK2 inh = inhibitors of human GRK2 displacing RNA aptamer; P25098; bead flow cytometry, FAM-aptamer displacement from GRK2; inhibition of aptamer binding, % at 10 µM; AID 488847; 0.59% of 330,000 active;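 active = inhibition of aptamer binding above 40%, roughly 3 SD of noise, on plates passing a quality check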;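 also: median bead fluorescence of bound FAM aptamer so fluorescent compounds give negative values; no value below 0 was filed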
Target sequence (P25098 whole entry, looked up): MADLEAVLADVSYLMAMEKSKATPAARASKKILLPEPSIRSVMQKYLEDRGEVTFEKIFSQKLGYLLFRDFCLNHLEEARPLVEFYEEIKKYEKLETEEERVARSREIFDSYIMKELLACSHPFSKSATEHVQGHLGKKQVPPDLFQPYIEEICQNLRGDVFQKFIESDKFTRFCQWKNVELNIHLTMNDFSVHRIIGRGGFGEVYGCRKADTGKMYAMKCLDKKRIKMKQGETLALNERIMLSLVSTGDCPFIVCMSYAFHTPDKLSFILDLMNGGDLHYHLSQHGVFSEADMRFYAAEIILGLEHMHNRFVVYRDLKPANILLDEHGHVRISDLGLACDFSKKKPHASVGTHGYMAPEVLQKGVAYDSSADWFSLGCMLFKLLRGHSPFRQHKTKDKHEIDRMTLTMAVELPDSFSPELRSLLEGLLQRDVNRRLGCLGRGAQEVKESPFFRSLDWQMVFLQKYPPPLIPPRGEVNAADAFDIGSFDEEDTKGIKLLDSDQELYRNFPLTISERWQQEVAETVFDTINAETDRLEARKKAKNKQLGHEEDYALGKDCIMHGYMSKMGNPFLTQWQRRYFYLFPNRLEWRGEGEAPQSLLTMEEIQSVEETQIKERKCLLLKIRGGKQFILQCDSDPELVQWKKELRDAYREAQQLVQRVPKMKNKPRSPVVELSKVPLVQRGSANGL
GASC-1 inh = inhibitors of human GASC-1 (JMJD2C) demethylase; Q9H3R0; GST-JMJD2C(1-420) H3K9me3 demethylation, DELFIA europium; inhibition, % at 2.35 µM; 0.069% of 330,000 active; AID 2099;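 active = more than half of a compound's replicate wells show inhibition beyond 50%, single wells judged on their own value; inconclusive = some, but no more than half, of replicates pass 50% inhibition; inactive = no replicate passes 50% inhibition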;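 also: signal counts dimethyl H3K9 product captured on neutravidin plate; 0% = median of DMSO wells and 100% = 0.3 times that DMSO median; strong numbers were not always called active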
An asterisk follows results filed as active.

How did CCCOc1ccc(C(=O)Nc2ccc(N3CCN(C(=O)c4ccco4)CC3)cc2)cc1 do in these assays?
core dimer inh: 12; PP1 inh: 3; CTSL1 counter: -1; VLA-4 inh: -5; procasp7 counter: 10; PP5 primary: 0.2; procasp3 activ: 5; GRK2 inh: 2; GASC-1 inh: 27

Results for CCN1CCN(S(=O)(=O)c2cc(C(=O)O)ccc2Cl)CC1 ?
core dimer inh: 2; PP1 inh: 0; CTSL1 counter: 3; VLA-4 inh: -4; procasp7 counter: -7; PP5 primary: 1.8; procasp3 activ: 1; GRK2 inh: 3; GASC-1 inh: 2

What do the screens show for `Cc1sc2nc(CN3CCCCC3)nc(Cl)c2c1C`?
core dimer inh: 6; PP1 inh: -2; CTSL1 counter: 3; VLA-4 inh: -4; procasp7 counter: 0; PP5 primary: 2.1; procasp3 activ: 2; GRK2 inh: 0; GASC-1 inh: -3

What do the screens show for `CCCCNC(=O)CSc1nc(Cc2ccccc2)nc2ccccc12`?
core dimer inh: 6; PP1 inh: 1; CTSL1 counter: 7; VLA-4 inh: 6; procasp7 counter: -2; PP5 primary: 8.8; procasp3 activ: 0; GRK2 inh: 4; GASC-1 inh: -18

Results for CCCn1c(=O)c(F)cn(Cc2ccc(OC)c([N+](=O)[O-])c2)c1=O ?
core dimer inh: -1; PP1 inh: 0; CTSL1 counter: -1; VLA-4 inh: 12; procasp7 counter: -1; PP5 primary: 2.5; procasp3 activ: 4; GRK2 inh: 33; GASC-1 inh: -2

Results for CCn1cc(Cl)c(C(=O)Nc2ccc(OC)c(OC)c2)n1 ?
core dimer inh: -4; PP1 inh: -2; CTSL1 counter: 0; VLA-4 inh: 49; procasp7 counter: 9; PP5 primary: 1.9; procasp3 activ: -4; GRK2 inh: 1; GASC-1 inh: -27

Results for O=C(Oc1ccccc1[N+](=O)[O-])c1cccnc1 ?
core dimer inh: 0; PP1 inh: 2; CTSL1 counter: -3; VLA-4 inh: 7; procasp7 counter: -1; PP5 primary: -1.2; procasp3 activ: -3; GRK2 inh: 4; GASC-1 inh: 1

What do the screens show for `Cc1cc(C)c2nc(N(CCCN(C)C)C(=O)c3ccc(S(=O)(=O)N4CCCCCC4)cc3)sc2c1`?
core dimer inh: -6; PP1 inh: 7; CTSL1 counter: 6; VLA-4 inh: 4; procasp7 counter: -12; PP5 primary: 4.4; procasp3 activ: -3; GRK2 inh: 0; GASC-1 inh: -12

Results for O=[N+]([O-])c1ccc(NCc2ccc(Cl)cc2)nc1 ?
core dimer inh: 2; PP1 inh: -2; CTSL1 counter: -7; VLA-4 inh: 17; procasp7 counter: 2; PP5 primary: 1.0; procasp3 activ: -10; GASC-1 inh: 2

How did O=C(CC1(O)C(=O)Nc2cc(Cl)cc(Cl)c21)c1ccncc1 (stereo not given) do in these assays?
core dimer inh: -3; PP1 inh: -1; CTSL1 counter: 1; VLA-4 inh: 5; procasp7 counter: -8; PP5 primary: 1.4; procasp3 activ: 14; GRK2 inh: 2; GASC-1 inh: 0

How did O=C1OCC/C1=C\c1ccc(O)cc1 do in these assays?
core dimer inh: 0; PP1 inh: 1; CTSL1 counter: -1; VLA-4 inh: 4; procasp7 counter: 9; PP5 primary: 0.8; procasp3 activ: 8; GRK2 inh: 0; GASC-1 inh: 0

What do the screens show for `COc1cccc(Nc2cc(C)c3ccccc3n2)c1`?
core dimer inh: 4; PP1 inh: 4; CTSL1 counter: 1; VLA-4 inh: 1; procasp7 counter: -5; PP5 primary: 5.3; procasp3 activ: 1; GRK2 inh: 0; GASC-1 inh: -16

How did C=CCNC(=O)C1CC(=O)N(c2ccc(OCC(=O)Nc3ccc(CC)cc3)cc2)C1 (stereo not given) do in these assays?
core dimer inh: -14; PP1 inh: 0; CTSL1 counter: 1; VLA-4 inh: 6; procasp7 counter: 6; PP5 primary: 0.8; procasp3 activ: 4; GRK2 inh: 1; GASC-1 inh: inconclusive

What do the screens show for `O=C1N(CC(=O)N2CCc3ccccc32)CCN1Cc1ccccc1Cl`?
core dimer inh: 11; PP1 inh: -5; CTSL1 counter: 1; VLA-4 inh: 2; procasp7 counter: 8; PP5 primary: 1.9; procasp3 activ: 8; GRK2 inh: 0; GASC-1 inh: -3

Results for COc1ccc(OC)c(NC(=O)CNC(c2ccccc2)c2ccccc2)c1 ?
core dimer inh: 7; PP1 inh: 5; CTSL1 counter: 1; VLA-4 inh: -4; procasp7 counter: 12; PP5 primary: 4.3; procasp3 activ: -1; GRK2 inh: 2; GASC-1 inh: -11

What do the screens show for `COc1ccc2c(C)cc(SCC(=O)Nc3nsc(-c4ccc(C)cc4)n3)nc2c1`?
core dimer inh: 20; PP1 inh: -4; CTSL1 counter: 4; VLA-4 inh: -3; procasp7 counter: -3; PP5 primary: -1.7; procasp3 activ: 1; GRK2 inh: 45*; GASC-1 inh: 1

Results for CCO[C@@H]1OC(C(=O)Nc2ccccc2)=C[C@H](c2ccc3c(c2)OCO3)[C@H]1CCCO ?
core dimer inh: 7; PP1 inh: -9; CTSL1 counter: -3; VLA-4 inh: -9; procasp7 counter: 15; PP5 primary: 1.1; procasp3 activ: -2; GRK2 inh: 2; GASC-1 inh: 2

How did CCOC(=O)c1sc(S(C)(=O)=O)c2c1CC(C)(C)C/C2=N/O do in these assays?
core dimer inh: -1; PP1 inh: -1; CTSL1 counter: 1; VLA-4 inh: -3; procasp7 counter: 2; PP5 primary: 2.6; procasp3 activ: -4; GRK2 inh: 0; GASC-1 inh: 9

What do the screens show for `Cc1cc(C)c2cc(C=O)c(Cl)nc2c1`?
core dimer inh: 4; PP1 inh: -2; CTSL1 counter: -2; VLA-4 inh: 27; procasp7 counter: 2; PP5 primary: 1.5; procasp3 activ: 3; GRK2 inh: 1; GASC-1 inh: 3

Results for CCCOCC1CC2(SC(=Nc3ccc(C)cc3)NC2=O)C(=O)O1 (stereo not given) ?
core dimer inh: 2; PP1 inh: 0; CTSL1 counter: -1; VLA-4 inh: -4; procasp7 counter: -1; PP5 primary: -0.7; procasp3 activ: 8; GRK2 inh: 4; GASC-1 inh: 5

3 structures already listed, sorted by molar mass, high to low:
How did CCCOc1ccc(C(=O)Nc2ccc(N3CCN(C(=O)c4ccco4)CC3)cc2)cc1 do in these assays?
core dimer inh: 12; PP1 inh: 3; CTSL1 counter: -1; VLA-4 inh: -5; procasp7 counter: 10; PP5 primary: 0.2; procasp3 activ: 5; GRK2 inh: 2; GASC-1 inh: 27

What do the screens show for `Cc1sc2nc(CN3CCCCC3)nc(Cl)c2c1C`?
core dimer inh: 6; PP1 inh: -2; CTSL1 counter: 3; VLA-4 inh: -4; procasp7 counter: 0; PP5 primary: 2.1; procasp3 activ: 2; GRK2 inh: 0; GASC-1 inh: -3

What do the screens show for `COc1cccc(Nc2cc(C)c3ccccc3n2)c1`?
core dimer inh: 4; PP1 inh: 4; CTSL1 counter: 1; VLA-4 inh: 1; procasp7 counter: -5; PP5 primary: 5.3; procasp3 activ: 1; GRK2 inh: 0; GASC-1 inh: -16

The list goes on:
Results for COc1ccc(Nc2nc(NCCN3CCOCC3)nc(Nc3ccc(OC)cc3)n2)cc1 ?
core dimer inh: 3; PP1 inh: 1; CTSL1 counter: -6; VLA-4 inh: 7; procasp7 counter: 11; PP5 primary: 1.5; procasp3 activ: -1; GRK2 inh: 0; GASC-1 inh: 1

How did CC(C)CCNC(=O)c1cc([N+](=O)[O-])ccc1N1CCOCC1 do in these assays?
core dimer inh: -3; PP1 inh: -1; CTSL1 counter: 2; VLA-4 inh: 8; procasp7 counter: -2; PP5 primary: 2.3; procasp3 activ: 3; GRK2 inh: 3; GASC-1 inh: -7

What do the screens show for `COc1cccc(CNC(=O)CC2C(=O)NCCN2Cc2ccoc2)c1OC` (stereo not given)?
core dimer inh: -1; PP1 inh: -1; CTSL1 counter: 1; VLA-4 inh: 3; procasp7 counter: -2; PP5 primary: 3.4; procasp3 activ: -5; GRK2 inh: 5; GASC-1 inh: 14

Results for NCCOc1ccccc1-c1ccccc1 ?
core dimer inh: -5; PP1 inh: -6; CTSL1 counter: -5; VLA-4 inh: 2; procasp7 counter: 18; PP5 primary: 1.1; procasp3 activ: 2; GRK2 inh: 0; GASC-1 inh: -4

What do the screens show for `COc1cc(CNC2CCCC2)c(Br)cc1OC1CCCC1`?
core dimer inh: -1; PP1 inh: 5; CTSL1 counter: 7; VLA-4 inh: -1; procasp7 counter: 7; PP5 primary: -1.9; procasp3 activ: 0; GRK2 inh: 2; GASC-1 inh: -2

Results for Cc1ccc(NC(=O)N/C=C/c2ccco2)cc1 ?
core dimer inh: 10; PP1 inh: -10; CTSL1 counter: 4; VLA-4 inh: -165; procasp7 counter: -14; PP5 primary: 0.9; procasp3 activ: -8; GRK2 inh: 2; GASC-1 inh: 1

How did Cc1nnc(-c2cnn(-c3ccccc3)c2N)n1Cc1cccc(C(F)(F)F)c1 do in these assays?
core dimer inh: 1; PP1 inh: 4; CTSL1 counter: -1; VLA-4 inh: -49; procasp7 counter: -9; PP5 primary: 0.0; procasp3 activ: -3; GRK2 inh: 0; GASC-1 inh: 0

Results for CS(=O)(=O)N(CC(=O)Nc1ccc2c(c1)OCO2)c1ccccc1 ?
core dimer inh: 11; PP1 inh: -2; CTSL1 counter: 1; VLA-4 inh: 11; procasp7 counter: -11; PP5 primary: 3.8; procasp3 activ: 5; GRK2 inh: 2; GASC-1 inh: 5

Results for COC(=O)C1=C(C)N(Cc2ccccc2)C(=NCCCCO)N[C@H]1c1ccccc1 ?
core dimer inh: 3; PP1 inh: 16*; CTSL1 counter: -4; VLA-4 inh: 16; procasp7 counter: -13; PP5 primary: 2.7; procasp3 activ: -1; GRK2 inh: 0; GASC-1 inh: 5

Results for O=S(=O)(Nc1nc2ccccc2nc1N1CCN(c2ccccc2F)CC1)c1ccc(Cl)cc1 ?
core dimer inh: 6; PP1 inh: -3; CTSL1 counter: 1; VLA-4 inh: -7; procasp7 counter: 7; PP5 primary: 0.2; procasp3 activ: 5; GRK2 inh: 5; GASC-1 inh: -2

What do the screens show for `O=C1C2C3C=CC(CC3)C2C(=O)N1c1ccc2c(c1)OCO2` (stereo not given)?
core dimer inh: 2; PP1 inh: -4; CTSL1 counter: -4; VLA-4 inh: 7; procasp7 counter: 8; PP5 primary: 0.8; procasp3 activ: 3; GRK2 inh: 0; GASC-1 inh: 3

Results for O=C(NC1CCCCCC1)c1c(F)c(F)c(F)c(F)c1F ?
core dimer inh: -6; PP1 inh: -4; CTSL1 counter: -3; VLA-4 inh: -8; procasp7 counter: -1; PP5 primary: 2.1; procasp3 activ: 8; GRK2 inh: 6; GASC-1 inh: -3

How did CCOc1ccc(C2C(C(=O)Nc3ccc(F)cc3)=C(C)Nc3nc(CCCO)nn32)cc1 (stereo not given) do in these assays?
core dimer inh: 0; PP1 inh: -1; CTSL1 counter: 2; VLA-4 inh: 4; procasp7 counter: 7; PP5 primary: 0.1; procasp3 activ: 4; GRK2 inh: 0; GASC-1 inh: -6
